# Source: PubChem
# KB-V1 cytotox – qHTS assay for MDR1-selective chemotherapeutics: Primary screen using the drug-selected MDR subline cells KB-V1 | KB-V1 MDR cells viability, CellTiter-Glo, 72 h | 400,000 tested, 3.4% active | Potency, µM (series often up to 46.1 µM), for inactives: at the top dose activity change, negative = cytotoxicity, usual class: cytotoxic; also: % is scaled to controls: 0 for no effect and ±100 for the full control effect; nearly all actives have a fitted effect of over 60% in size
#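 KB-V1 MDR subline cells in DMEM (phenol-red free, 10% FBS) exposed to compounds in qHTS concentration series for 72 h at 37 degrees C. Viability read by CellTiter-Glo luminescence; concentration-effect curves fitted after normalization and correction.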
# GLP1R ag – qHTS of GLP-1 Receptor Agonists | Potency, µM (top dose mostly 45.6 µM), for the others: at the highest dose activation, most hits filed as activators | 380,000 tested, 0.007% active | HEK293 GLP-1R CRE-luciferase, luminescence, 4-6 h; cells express a hypersensitive GLP-1R form | Glucagon-like peptide 1 receptor (Homo sapiens), P43220; also: % of control where 0% means no effect
# Target sequence (P43220 whole entry, looked up): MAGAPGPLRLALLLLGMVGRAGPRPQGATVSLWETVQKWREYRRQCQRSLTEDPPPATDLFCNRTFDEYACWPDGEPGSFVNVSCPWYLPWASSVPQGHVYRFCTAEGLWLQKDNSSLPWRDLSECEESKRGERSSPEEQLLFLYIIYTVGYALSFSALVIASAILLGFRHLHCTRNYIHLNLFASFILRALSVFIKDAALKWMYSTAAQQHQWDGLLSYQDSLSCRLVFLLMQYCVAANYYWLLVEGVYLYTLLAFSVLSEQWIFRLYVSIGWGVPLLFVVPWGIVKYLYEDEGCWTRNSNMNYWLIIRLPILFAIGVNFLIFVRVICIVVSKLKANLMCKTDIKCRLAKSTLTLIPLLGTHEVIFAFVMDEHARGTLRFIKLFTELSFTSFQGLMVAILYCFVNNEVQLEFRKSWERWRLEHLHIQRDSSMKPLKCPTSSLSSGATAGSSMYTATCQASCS
# TDP43 rescue – qHTS of TDP-43 Inhibitors; Potency, µM (top dose mostly 46.1 µM), for inactives: top-dose growth rescue (activation), actives largely listed as activators; 410,000 tested, 1.8% active; AID 652104, 2013; TDP-43 expressing yeast growth rescue, BacTiter-Glo, 24 h; also: % of control where 0% means no effect; nearly all actives have a fitted effect of over 50% in size
#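 Readout is BacTiter-Glo luminescence of cell growth, so inhibitors register as activators. TDP-43-expressing yeast at OD600=0.02 in galactose medium, after raffinose pregrowth to mid-log, were incubated with compound for 24 hr at 30 deg C.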
# KB-3-1 cytotox – qHTS assay for MDR1-selective chemotherapeutics: Primary screen using the parental adenocarcinoma cell KB-3-1; KB-3-1 viability, CellTiter-Glo ATP luminescence, 72 h; Potency, µM (highest dose often 46.1 µM), for inactives: top-dose activity change, negative = cytotoxic, most hits filed as cytotoxic; 400,000 tested, 1.4% active; also: % is scaled to controls: 0 for no effect and ±100 for the full control effect; nearly all actives have a fitted effect of over 60% in size
#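 Using CellTiter-Glo luminescence, growth of non-resistant KB-3-1 adenocarcinoma cells is assessed 72 h after pin-tool compound addition at 37 °C. Normalized responses across the concentration series yield fitted curves.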
# GLP-1R inv ag – qHTS of GLP-1 Receptor Inverse Agonists (Inhibition Mode). Glucagon-like peptide 1 receptor (Homo sapiens), P43220. HEK293 GLP-1R CRE-luciferase, luminescence, 24 h; GLP-1R form is constitutively active. Potency, µM (series often up to 38.3 µM), for inactives: at the top dose activity change, negative = inhibition, hits mostly inhibitors. 410,000 tested, 1.6% active. AID 624417, 2012; also: % is scaled to controls: 0 for no effect and ±100 for the full control effect; nearly all actives have a fitted effect of over 55% in size
#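 Assay principle: reduced luminescence from a cAMP-responsive reporter in HEK293 cells co-expressing a constitutively active GLP-1R. Conditions: 24 hr compound incubation, 37 deg C, 5% CO2.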
# SW480 rereplic – A quantitative high throughput screen for small molecules that induce DNA re-replication in SW480 colon adenocarcinoma cells. SW480 DNA re-replication, Hoechst DNA content imaging, 48 h. Potency, µM (titrated, usually from 46.1 µM), without a hit: at the top dose re-replication activation, most hits filed as activators. 340,000 tested, 1.8% active. AID 624297, 2012; also: % of control where 0% means no effect; nearly all actives have a fitted effect of over 55% in size
#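 Readout is total intensity of Hoechst-stained nuclei, excited at 405 nm and collected at 500-530 nm. Compound treatment lasted 48 hr at 37 C in 5% CO2 before staining.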
# GLP1R cytotox – qHTS of GLP-1 Receptor Inverse Agonists: Cytotox Screen | HEK293 cAMP-luciferase reporter cells, luminescence, 24 h | 410,000 tested, 0.13% active | Potency, µM (series often up to 38.3 µM), for inactives: at the top dose activity change, negative = inhibition, actives largely listed as inhibitors | AID 624418, 2012;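 also: loss of luciferase light is scored as toxicity; % is scaled to controls: 0 for no effect and ±100 for the full control effect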
#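 To flag toxic compounds, the library was rerun on cells for 24 hr at 37 deg C and 5% CO2. Viability-linked luminescence was captured 12 min after adding luciferase detection reagent.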
# HT1080NT lethal – qHTS for induction of synthetic lethality in tumor cells producing 2HG: qHTS for the HT-1080-NT fibrosarcoma cell line; Potency, µM (highest dose often 46.1 µM), for the others: at the top dose activity, negative = less viability, actives largely listed as cytotoxic; 360,000 tested, 1.6% active; HT-1080-NT fibrosarcoma viability, CellTiter-Glo ATP luminescence, 48 h;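 also: NT is the 2HG producing partner of a matched IDH1 knockdown line; 0% = DMSO-treated cells and -100% = media-only wells without cells; nearly all actives have a fitted effect of over 55% in size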
#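 Read-out is CellTiter-Glo luminescence after 10 minutes at room temperature, following 48 hours' compound treatment of HT-1080-NT cells (750 cells/well, RPMI, 5% FBS, 37 degrees C).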
# HT1080 IDH1KD tx – qHTS for induction of synthetic lethality in tumor cells producing 2HG: qHTS for the HT-1080-IDH1KD cell line. Potency, µM (series often up to 46.1 µM), without a hit: at the top dose activity, negative = toxicity, most hits filed as cytotoxic. 360,000 tested, 2% active. HT-1080 IDH1 knockdown viability, ATP luminescence, 48 h;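 also: 0% = DMSO wells and -100% = cell-free medium wells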
#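 Luminescent ATP read-out (CellTiter-Glo, 10 min at room temperature) after 48 h compound exposure at 37 °C gave viability of IDH1-knockdown HT-1080 cells. Activity was normalised to DMSO and cell-free wells, then fitted as concentration-response curves.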
# The depositor's hits bear a star; ? = inconclusive; · = no result given; & = joins results of further samples; ! = not confirmed by another sample; [ ] = remark or other dose. Calls follow the shape of the dose curve; as a rule, active = well fitted curve in the direction sought with a large enough effect; inconclusive = small, poorly fitted or top-dose-only effect, or another doubt; inactive = no such curve, though single readings can be large; an effect the other way counts as inactive or inconclusive. Potency is read from the fitted curve at half-maximal effect.
# Order of values: KB-V1 cytotox, GLP1R ag, TDP43 rescue, KB-3-1 cytotox, GLP-1R inv ag, SW480 rereplic, GLP1R cytotox, HT1080NT lethal, HT1080 IDH1KD tx
COc1cccc(NC(=O)C(=O)NCCCn2ccnc2)c1
 : -5.2%, 3.0%, 19.8%, -8.1%, 11.1%, 0.4%, 3.0%, 3.2%, -7.4%
CCOc1ccc(C2C(C(=O)Nc3ccccc3)=C(C)N=c3s/c(=C/c4cccc(OCC(=O)O)c4)c(=O)n32)cc1 (stereo not given)
 : -3.6%, 0.4%, 4.1%, 9.3%, -23.6%, 9.4%, ?, -26.4%, -25.8%
COC(=O)c1ccccc1C(=O)N1CCCC(CNC(=O)c2ccc(F)cc2)C1 (stereo not given)
 : ?, -3.0%, 6.6%, -5.2%, 6.4%, -1.9%, -6.0%, 1.0%, -0.5%
CCCCn1cnc2c(sc3nc4c(cc32)CSC(C)(C)C4)c1=O
 : 20.6µM*, -0.3%, 0.0%, 25.5%, 0.0%, -7.2%, -1.1%, -4.0%, -3.6%
CN1CCC(N(C)C(=O)c2ccccc2Nc2ccc(SC(F)F)cc2)CC1
 : 0.5%, 10.7%, -9.5%, -0.2%, ?, -4.5%, -10.3%, 2.4%, 2.9%
Cc1ccsc1/C=N/Nc1ccc(C(=O)O)cc1
 : 18.2%, -8.2%, ?, -10.9%, ?, 14.0%, 2.2%, -5.8%, -6.3%
O=S(=O)(Nc1ccccc1Br)c1cccs1
 : -3.5%, 12.0%, 7.3%, 14.0%, -3.4%, 2.0%, 4.0%, 2.2%, 6.0%
c1ccc(CNc2nc3ccccc3n3cnnc23)cc1
 : -9.6%, 9.5%, 9.0%, -6.8%, 46.8%[activator], -7.5%, 2.0%, -5.7%, -1.1%
O=C(Cc1ccc(Br)cc1)c1ccc(O)cc1O
 : 17.4%, 1.6%, ?, 6.1%, ?, -1.5%, -7.2%, -12.6%, -7.1%
Cc1cc(OC(=O)c2ccc(S(=O)(=O)N(C)C)cc2)c([N+](=O)[O-])c(=O)[nH]1
 : -5.3%, -0.8%, 23.8%, 18.8%, 11.7%, -6.6%, 1.5%, 8.4%, 13.3%
Cc1ccccc1NC(=O)Cc1nc(COC(=O)Cc2cccc(C(F)(F)F)c2)cs1
 : 29.8%, 23.3%, 11.2%, 0.8%, ?, ·, -6.5%, 7.1%, 6.2%
CN(C)S(=O)(=O)c1ccc(C(=O)NCCS(=O)(=O)N2CCN(c3ccc(F)cc3)CC2)cc1
 : 0.0%, -0.4%, -7.2%, -5.7%, 0.6%, 0.6%, 0.4%, ?, ?
FC(F)(F)c1cc(-c2ccco2)nc(N2CCN(Cc3ccccc3)CC2)n1
 : -8.1%, -15.3%, -9.7%, 5.9%, 0.0%, 3.5%, -0.7%, 15.8%, -25.5%
Cc1ccc2nc3ccc(N4CCCC4)nn3c(=O)c2c1
 : ?, -12.2%, 16.8%, 15.6%, 18.2%, 0.4%, 6.9%, 20.4%, 11.4%
Cc1ccc(CONC(=O)c2ccccc2Cl)cc1
 : -16.3%, 3.0%, 25.0%, -12.3%, -13.8%, -2.9%, -1.5%, 2.7%, -12.1%
CN1C(=O)c2ccccc2Sc2ccc(NC(=O)N3CCN(c4ccc(F)cc4)CC3)cc21
 : ?, ·, 13.0%, ?, ?, ·, -16.0%, ·, ·
CNC(=O)c1cc(NC(=O)CCn2nc(-c3ccc(C)cc3)c3ccccc3c2=O)ccc1OC
 : -27.6%, 10.9%, -12.8%, -1.7%, 7.4%, -10.3%, -16.1%, 17.3%, -5.6%
CCOc1ccc(-n2nnnc2SCC(=O)Nc2ccc(NC(C)=O)cc2)cc1
 : 29.5%, -3.7%, 15.2%, 2.9%, -0.3%, 3.3%, 1.2%, ?, ?
CCCC(=O)Nc1ccc(-c2csc(N/N=C\c3ccncc3)n2)cc1
 : ?, -4.8%, -1.2%[1.82 µM], ?, ?, 3.8%, ?, ?, ?
CCOC(=O)CSc1c(-c2cccs2)[nH]c2ccccc12
 : ?, 5.8%, 15.8µM*, ?, ?, ?, ?, 18.4µM*, ?

# 2 entries from above in another layout.
> CCCC(=O)Nc1ccc(-c2csc(N/N=C\c3ccncc3)n2)cc1
  KB-V1 cytotox: ?
  GLP1R ag: -4.8%
  TDP43 rescue: -1.2%[1.82 µM]
  KB-3-1 cytotox: ?
  GLP-1R inv ag: ?
  SW480 rereplic: 3.8%
  GLP1R cytotox: ?
  HT1080NT lethal: ?
  HT1080 IDH1KD tx: ?

> CCOC(=O)CSc1c(-c2cccs2)[nH]c2ccccc12
  KB-V1 cytotox: ?
  GLP1R ag: 5.8%
  TDP43 rescue: 15.8µM*
  KB-3-1 cytotox: ?
  GLP-1R inv ag: ?
  SW480 rereplic: ?
  GLP1R cytotox: ?
  HT1080NT lethal: 18.4µM*
  HT1080 IDH1KD tx: ?

# (further entries)
# Order of values: KB-V1 cytotox, GLP1R ag, TDP43 rescue, KB-3-1 cytotox, GLP-1R inv ag, SW480 rereplic, GLP1R cytotox, HT1080NT lethal, HT1080 IDH1KD tx
COc1ccc(CNC(=O)C(=O)NCC(c2cccnc2)N2CCN(c3ccccc3F)CC2)cc1 (stereo not given)
 : -12.9%, ·, 2.8%, ?, -9.8%, ·, -6.2%, ·, ·
N#C/C(=N\Nc1cccc(F)c1)C(=O)C1CC1
 : 1.5%, -6.3%, 12.3%, -11.2%, 12.4%, 21.7%, -22.6%, ?, -27.3%
Cc1cccc(OCC(=O)Nc2ccncc2)c1C
 : -23.7%, -2.6%, 18.6%, ?, 2.8%, 5.5%, -4.3%, -3.6%, ?
CCOCCCNS(=O)(=O)c1ccc(NC(=O)CN2C(=O)c3ccccc3C2=O)cc1
 : -12.0%, -1.1%, -1.8%, -7.4%, 12.7%, -8.2%, -2.8%, 17.7%, 0.9%
COC1CCCN(Cc2c(C(=O)N3CCc4ccccc4C3)nc3ccc(Cl)cn23)C1 (stereo not given)
 : -11.5%, -0.9%, 11.7%, 18.6%, -16.7%, -12.4%, -8.1%, 7.4%, -1.0%
Cc1cc([N+](=O)[O-])nn1CCCC(=O)O
 : ?, -1.7%, -7.4%, 9.0%, 11.4%, -1.3%, 0.3%, 8.9%, 5.6%
COc1ccc2c(c1)OC(O)(C(F)(F)C(F)F)CC2=O (stereo not given)
 : ?, 0.5%, -15.5%, ?, ?, -9.8%, -17.8%, ?, ?
COc1ccc(CCNC(=O)C(C)SCC(=O)Nc2ccc(F)cc2)cc1 (stereo not given)
 : -10.7%, 9.2%, 0.2%, ?, ?, 8.0%, -4.0%, 2.4%, 3.3%
O=C(Nc1ccccc1[N+](=O)[O-])c1cccnc1Cl
 : 6.5%, 1.5%, 1.7%, 6.5%, 5.5%, -0.3%, -11.2%, 13.9%, 11.7%
Cc1ccc(S(=O)(=O)N(C)C)cc1NC(=O)[C@H](Cc1ccccc1)N1C(=O)c2ccccc2C1=O
 : -3.7%, -18.3%, -2.3%, 25.0%, -17.1%, -5.1%, -3.5%, -2.2%, -4.2%
O=C(/C=C/c1cccs1)NNC(=O)c1ccccc1
 : ?, -2.5%, -13.8%, -2.3%, 12.2%, -0.8%, -2.1%, -2.3%[9.24 µM], -1.9%
CC(C)CC(=O)NC(=S)N1CCCCCC1
 : 2.0%, -10.4%, 21.2%, 2.6%, -10.5%, -3.6%, -6.3%, 8.3%, 6.9%
O=C(OCC(=O)N1CCCC1)c1c(Cl)ccc(Cl)c1Cl
 : -2.4%, 13.6%, 8.8%, 4.7%, -19.0%, 1.0%, 3.7%, -1.9%, 0.7%
c1nc(NCc2ccc3c(c2)OCO3)c2[nH]cnc2n1
 : 7.3%, ·, ·, 17.3%, ·, ·, ·, 3.7%, -9.5%
COc1ccc(-c2cc(=O)oc3c(C)c(OC(=O)c4cccs4)ccc23)cc1
 : 14.3%, -1.3%, 11.8%, 19.8%, 0.4%, -11.2%, 2.0%, -7.1%, -0.8%
Nc1nonc1-c1nc2ccccc2n1CC(=O)Nc1ccccc1
 : ?, 1.1%, -13.6%, ?, 17.2%, 11.6µM*, 5.5%, ?, ?
COc1ccccc1C(=O)NCC(=O)NCC1(N2CCCCC2)CCCCC1
 : ?, 4.0%, -1.7%, 7.2%, -4.8%, -4.0%, 2.4%, -6.3%, 0.4%
CSc1ccc2c(c1)C(N1CCN(C)CC1)Cc1ccccc1S2 (stereo not given)
 : -25.4%&5.0%, -0.3%&2.8%&5.5%, 8.6%&-1.1%, -2.3%&-2.1%, ?, 26.6µM*!, ?, 25.9µM*, 20.6µM*
Cc1cccc(NC(=S)N2CCC(C(N)=O)(N3CCCCC3)CC2)c1C
 : -6.8%, -5.2%, 7.0%, -12.8%, -12.1%, -0.5%, -11.6%, 0.5%, 11.8%
Cc1cc(C)cc(OCCCn2c(-c3ccc(Cl)cc3)nc3ccccc3c2=O)c1
 : 18.4%, ·, 13.8%, 12.2%, 8.6%, ·, 24.2%, ·, ·
CC(C)COC(=O)N1CCCCC1c1cc(C(=O)NC(C)C)no1 (stereo not given)
 : 0.2%, -3.3%, 14.3%, 0.0%, 8.7%, ·, 4.1%, 18.4%, 6.9%
CC1SC(=S)N(c2ccc(N(C)C)cc2)C1=O (stereo not given)
 : -12.2%, -6.2%, -5.6%, -8.6%, ?, 3.4%, ?, -0.6%, ?
Cn1nnnc1SCC(=O)Nc1nc2c(s1)CCCC2
 : 2.7%, -0.7%, -3.5%, 13.2%, -10.3%, 1.4%, -12.9%, -2.0%, 15.9%
CCOc1ccc(N=c2oc3cc(O)ccc3cc2C(=O)NCC2CCCO2)cc1 (stereo not given)
 : -24.6%, 1.3%, -12.5%, 10.6%, 0.0%, -3.7%, 182.0%[activator], 3.3%, 16.3%
